ABCG2 inh = human ABCG2 inhibition, ABCB1 as counter-screen; AID 1325; Q9UNQ0; 190,000 compounds, 0.1% hits; inhibition, % at 6.6 µM; IgMXP3 cells, JC-1 efflux, flow cytometry;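 active = inhibition above 80%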;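 note: 0% = DMSO and 100% = nicardipine control wells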
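Measure – % inhibition of efflux relative to nicardipine and DMSO · Test system – ABCG2 IgMXP3 and barcoded ABCB1 CCRF-Adr cell mix · Control set – nicardipine as high control, DMSO as low control · Compound – one concentration, 6.6 µM final · Signal – flow cytometry of retained JC-1 fluorescence · Timing – 10 min exposure at 25 °C with rotation, no wash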
Avidin fluor = compound fluoresces at 488/530 nm on avidin beads; compound fluorescence 488/530 nm, flow cytometry; stronger effect = higher value; fluorescence (KMESF) at 10 µM; 220,000 compounds, 0.38% hits; AID 1775; in the data active = fluorescence above about 47; note: inactives centre near 10
Pf gamet viab = P. falciparum stage V gametocyte viability inhibition; P. falciparum stage V gametocytes, ATP luminescence, 24 h; inhibition, % at 10.9 µM; 150,000 compounds, 0.065% hits;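 active = inhibition above the mean plus 3 SD of compounds within the control limits, set per campaign, cut at about 38% in these data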;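 note: 0% = DMSO wells and 100% = medium only without gametocytes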
GSH fluor = compound fluoresces at 488/530 nm on GSH beads. GSH beads flow cytometry, compound fluorescence 488/530 nm; stronger effect = higher value. fluorescence (KMESF) at 10 µM. 190,000 compounds, 0.25% hits. AID 1776; in the data active = fluorescence above about 89;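 note: glutathione beads carrying GST-tagged Bcl family fusion proteins plus one bare bead set; values are compound well signal with DMSO vehicle wells as background; inactives centre near 16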
* marks the source's active call; other numbers are inactive results; x = no result given.

SMILES	ABCG2 inh	Avidin fluor	Pf gamet viab	GSH fluor
O=C1NCC2(CCN(CCc3ccccc3)CC2)O1	x	10	x	x
CN1CCC(=C2c3ccccc3CCc3sccc32)CC1	0.7	7	x	68
O=C1N(c2ccccc2)c2ccccc2C1(Cc1ccncc1)Cc1ccncc1	-0.7	7	x	64
CCOC(=O)C1(CCOc2ccccc2)CCN(Cc2ccc(O)c(Cl)c2)CC1	x	x	-17.7	x
CCCn1ncc(CN2CCCC(C(=O)c3cccc(OC(C)C)c3)C2)c1C (stereo not given)	x	3	16.4	x

Entries of single compounds as entered above:
O=C1NCC2(CCN(CCc3ccccc3)CC2)O1 is listed as ABCG2 inh: x; Avidin fluor: 10; Pf gamet viab: x; GSH fluor: x
O=C1N(c2ccccc2)c2ccccc2C1(Cc1ccncc1)Cc1ccncc1 is listed as ABCG2 inh: -0.7; Avidin fluor: 7; Pf gamet viab: x; GSH fluor: 64

Part of the list above, reduced to ABCG2 inh, Pf gamet viab and GSH fluor.
| Structure | ABCG2 inh | Pf gamet viab | GSH fluor |
| --- | --- | --- | --- |
| O=C1N(c2ccccc2)c2ccccc2C1(Cc1ccncc1)Cc1ccncc1 | -0.7 | x | 64 |
| CCOC(=O)C1(CCOc2ccccc2)CCN(Cc2ccc(O)c(Cl)c2)CC1 | x | -17.7 | x |

Only part of the results is shown; rates above refer to the full screens.
